PriA SSB inh: inhibitors of Klebsiella pneumoniae PriA binding to SSB C-terminal tail, primary screen, biochemical, AlphaScreen; AID 1272365, 2023; PriA–SSB C-terminal tail interaction (Klebsiella pneumoniae); inhibition, % at 33 µM; 0.6% of 430,000 active; AlphaScreen SSBct-PriA binding, biotinylated peptide; in the data active = inhibition mostly above about 37%, no sharp cut-off; inactive = mostly below about 20%;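 also: plate controls were negative control peptide for no effect and reference peptide for full effect; strong numbers were not always called active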
Starred values were filed as active, the others as inactive; & = joins results of further samples.

The first four compounds, to show the layout:
Compound	PriA SSB inh
O=C(NCC1CCN(C(=O)c2ccncc2)CC1)c1ccc(Br)o1	-17
NC(=O)c1c(N=Cc2cccnc2)sc2c1CCCC2	-7
CCCOc1ccc(S(=O)(=O)NC2CC(C)(C)NC(C)(C)C2)cc1C	-2
C=CCOC(=O)C1C(C)=Nc2c(c(=O)n(C)c(=O)n2C)[C@H]1c1ccncc1 (stereo partly drawn)	-8

This part in full, from the start:
Compound	PriA SSB inh
O=C(NCC1CCN(C(=O)c2ccncc2)CC1)c1ccc(Br)o1	-17
NC(=O)c1c(N=Cc2cccnc2)sc2c1CCCC2	-7
CCCOc1ccc(S(=O)(=O)NC2CC(C)(C)NC(C)(C)C2)cc1C	-2
C=CCOC(=O)C1C(C)=Nc2c(c(=O)n(C)c(=O)n2C)[C@H]1c1ccncc1 (stereo partly drawn)	-8
O=S(=O)(NCC1CCN(C2CCCC2)CC1)c1cccs1	-18
COC(=O)c1sc(=Nc2c(C)n(C)n(-c3ccccc3)c2=O)n(Cc2ccco2)c1C	7
CCOc1ccc(CC(=O)NCC[C@H](O)c2ccc3c(c2)OCO3)cc1	-7
O=S(=O)(NCC1CCN(Cc2cccs2)CC1)c1cc(F)ccc1F	-20
COc1ccc(CCNC(=O)CS(=O)(=O)c2ccc(Cl)s2)cc1OC	-11
Cc1cc(C)nc(SCC(=O)NN=Cc2cccn2-c2ccc(O)cc2)n1	14
Cc1ccc(C)c2sc(OC3CCN(C(=O)OC(C)(C)C)CC3)nc12	-3
Cc1ccc(S(=O)(=O)N2CCCC[C@@H]2CC(=O)Nc2cccc(C(F)(F)F)c2)cc1	-17
CCNC(=S)NNc1nc(N2CCCC2)nc(N2CCCC2)n1	8
CCCN(CCC)c1ccc(C(=S)N2CCNCC2)cc1	36*
O=C(NCCn1ncc2c(N3CCN(c4ccccc4)CC3)ncnc21)c1cc(-c2ccccc2)on1	-10
Cn1/c(=N\NC(=O)c2cccc3ccccc23)sc2ccccc21	5
COC(=O)c1ccc(C2CCN(S(=O)(=O)Cc3ccccc3)CC2)cc1	6
O=c1[nH]c(=S)[nH]c(O)c1C=NN1CCOCC1	-11
O=C(Nc1ccccc1)N1CCC(c2cccs2)CC1	-14
O=C(CCCS(=O)(=O)c1ccc(Cl)cc1)Nc1nc2ccc([N+](=O)[O-])cc2s1	-4
COC(=O)c1nnn(-c2ccc(Br)cc2F)c1C(=O)OC	-9
COc1ccc(NC(=O)C(=O)NCCN2CCN(c3ccc(Cl)cc3)CC2)c(OC)c1	-9
O=C(Nc1ccc2cn[nH]c2c1)c1cc(-n2cccn2)ccn1	-12
CC(C)c1ccc(/C=C(/C#N)c2nc(-c3ccc(F)cc3)cs2)cc1	-16
O=C(Cc1ccc(F)cc1)NCCn1ncc2c(N3CCCC3)ncnc21	-2
CC(C)c1c(C(=O)NN=Cc2ccncc2)nnn1-c1nonc1N	-1
CC(=NNC(=O)c1cccc(S(=O)(=O)Nc2ccc(C)cc2C)c1)c1ccncc1	11
COc1ccc(C)cc1NC(=O)N1CCN(c2cc(-n3ccnc3)ncn2)CC1	-9
CCCc1cc(SCC(=O)Nc2ccccc2)n2c(nc3ccccc32)c1C#N	3
COc1cc(C=NNC(=O)c2cccnc2)ccc1OCC(=O)Nc1ccc(C)cc1	-10
C=C1Nc2ccccc2N(CC(=O)Nc2nc(-c3ccccn3)cs2)C1=O	57
Cc1noc(C)c1S(=O)(=O)NCc1cncc(-c2ccsc2)c1	5
O=C(Nc1cnc2cc(C(F)(F)F)nn2c1)c1cnn(-c2ccccc2)n1	-12
COc1ccc(CNC(=O)c2ccc3c(=O)nc4c(-c5cccc(F)c5)n[nH]n4c3c2)cc1OC	0
COC(=O)C1CC(Oc2ccccc2F)CN1C(=O)c1ccc2c(c1)OCO2 (stereo not drawn)	-4
CC(C)(C)c1ccc(NC(=O)CCSc2nnnn2-c2ccccc2)cc1	-6
O=C(c1ccncc1)N(c1ccc2oc3c(c2c1)CCCC3)S(=O)(=O)c1cccs1	9
COCCCn1c(C(=O)NC2CCS(=O)(=O)C2)cc2c(=O)n3cccc(C)c3nc21 (stereo not drawn)	-15
O=C(Nc1nnc(Cc2cccs2)o1)C1CCCN1S(=O)(=O)c1ccc(F)cc1 (stereo not drawn)	4
COc1ccccc1C(C)=NOc1cc(N)cc([N+](=O)[O-])c1	9
CCOC(=O)Cc1csc(NC(=O)Cn2cnc(-c3ccc(OC)cc3)cc2=O)n1	-3
O=C(Cc1ccc(Cl)cc1)NCC(=O)N1CCOC(c2ccccc2)C1 (stereo not drawn)	-15
O=C(NCCn1nc(-c2ccc(Cl)cc2)ccc1=O)c1cccc(C(F)(F)F)c1	-2
Cc1cc(C)c(NC(=O)Cn2nc(-c3cccs3)c3sc(N4CCOCC4)nc3c2=O)c(C)c1	-20
COc1cc(COCC2CCN(CC(=O)Nc3cccnc3)CC2)cc(OC)c1	9
CN(C)CCCN(C(=O)c1ccno1)c1nc2ccc(Cl)cc2s1	7
Cc1ccc([N+](=O)[O-])c(OCCSc2nnc3sc4ccccc4n23)c1	1
COc1ccc(NC(=O)C[N+]23CC[N+](CC(=O)Nc4ccc(OC)cc4)(CC2)CC3)cc1	-3
CSc1ccccc1C(=O)NC[C@H](O)c1sccc1C	-20
O=C(NCCOc1ccc(F)cc1)C1CCCC1	-3
CCOCC(=O)N1CC[C@H](c2ccccn2)C1	-1
CN(C)c1ccc(C=Nn2c(C3CCCCC3)n[nH]c2=S)cc1	20
COc1ccc(Cl)cc1NC(=O)CN1CCN(S(=O)(=O)N(C)C)CC1	-1
O=C(NC1CCCCCC1)N(CCc1cccs1)Cc1ccco1	-5
Cc1ccc(-n2ncc3c(=O)[nH]c(-n4nc(C)cc4NC(=O)c4ccc5ccccc5c4)nc32)cc1	-11
CC(=O)Nc1cccc(C(C)=NNC(=O)c2ccc(Cn3nc([N+](=O)[O-])c(Cl)c3C)o2)c1	0
COc1ccc(CCC(=O)Nc2ccc3c(c2)CN(C(=O)c2cccs2)CC3)cc1	-5
N#Cc1ccc(C(=O)NCCCCN2CCOC(c3ccccc3)C2)cc1 (stereo not drawn)	-9
Cc1nn(C2CCS(=O)(=O)C2)c2nc(-c3ccco3)cc(C(=O)N3CCOCC3)c12 (stereo not drawn)	2
CCCN1C(=O)NC2(CCN(S(=O)(=O)c3ccc4c(c3)CC(C)N4C(C)=O)CC2)C1=O (stereo not drawn)	-10

Other records:
Compound	PriA SSB inh
COc1cc2c(cc1OC)C1=C(C#N)CCC(=NS(=O)(=O)c3cccc(Cl)c3)N1CC2	0
COC(=O)c1c(NC(=O)c2nc3ccccc3s2)sc2c1CCN(C(C)C)C2	-19
CC(C)S(=O)(=O)c1ccc(CC(=O)NCC#CCN2CCOCC2)cc1	1
COc1cc(CS(=O)(=O)c2nc3ccccc3n2CC(=O)N2CC(C)OC(C)C2)cc(OC)c1 (stereo not drawn)	-2
O=C(CCS(=O)(=O)c1ccccc1)NCC1(O)CCc2ccccc21 (stereo not drawn)	6
Cc1onc(-c2c(F)cccc2Cl)c1C(=O)NC(=N)N1CC(C)OC(C)C1 (stereo not drawn)	-8
COCCn1c(SCC(=O)NCc2ccco2)nc2c(c1=O)SC(C)C2 (stereo not drawn)	8
CCOc1ccc(S(=O)(=O)NN=C(C)C2CCCCC2)cc1	1
O=C(c1nc2ccccc2s1)N1CCOC[C@@H]1CO	-13
COc1cc(OC)cc(C(=O)NCC2CCN(Cc3cccs3)CC2)c1	-13
Cc1noc(-c2c(NC(=O)C3(c4cccs4)CCCC3)sc3c2CCOC3)n1	-14
O=C(c1ccc2ccccc2c1)N1CCN(c2nc3ccccc3s2)CC1	-10
Cc1cccc(-c2nnn(CC(N)=NO)n2)c1	-6
CC(C)CS(=O)(=O)C1CCN(C(=O)CCCC(=O)c2ccccc2)CC1	-11
CCN(CC)c1ccc(NC(=O)Cc2cc(=O)oc3cc(OC)ccc23)c(C)c1	-6
Cn1c[n+](C)cc1C=NO	3
Oc1ccc(-n2cccc2C=Nn2cnnc2)cc1	-9
CCOc1ncccc1C(=O)N1CCN(c2ccc(-c3ccc(OC)c(OC)c3)nn2)CC1	-3
O=C(Nc1sc2c(c1C(=O)NCc1cccnc1)CCCC2)c1ccc(Cl)cc1	-15
CCS(=O)(=O)N1CCc2ccc(NC(=O)c3c(F)cccc3Cl)cc2C1	5
NS(=O)(=O)c1ccc(NC(=O)CCCCCN2C(=O)c3cccc4cccc(c34)C2=O)cc1	-16
CC(C)(C)NC(=S)NN=Cc1c(Cl)cccc1Cl	0
CCCCOC(=O)c1ccc(-c2ccc(C=NNC(=S)NCC)o2)cc1	10
CC(=O)N1CCc2ccc(NS(=O)(=O)c3ccc(F)cc3)cc21	-6

Among those listed so far, these have an aryl thioether with sulfur outside any ring:
Compound	PriA SSB inh
Cc1cc(C)nc(SCC(=O)NN=Cc2cccn2-c2ccc(O)cc2)n1	14
CCCc1cc(SCC(=O)Nc2ccccc2)n2c(nc3ccccc32)c1C#N	3
CC(C)(C)c1ccc(NC(=O)CCSc2nnnn2-c2ccccc2)cc1	-6
Cc1ccc([N+](=O)[O-])c(OCCSc2nnc3sc4ccccc4n23)c1	1
CSc1ccccc1C(=O)NC[C@H](O)c1sccc1C	-20
COCCn1c(SCC(=O)NCc2ccco2)nc2c(c1=O)SC(C)C2 (stereo not drawn)	8

(list continues)
Compound	PriA SSB inh
O=C1Cc2cc(NC(=O)C3CCCO3)ccc2N1 (stereo not drawn)	-9&15
COc1ccc(-c2c3c4n(c(COc5ccccc5)nn4c2C(C)=O)CCCC3)cc1OC	1&13
CSc1ccccc1C(=O)OCc1cc(-c2cccs2)on1	-18
O=C(NCCn1cccc1)c1ccc(-n2cncn2)nn1	-11
O=C(O)c1ncccc1Cl	-15&-11
O=S(=O)(c1ccc(Cl)cc1)N1CCN(Cc2nc(-c3ccco3)cs2)CC1	10
CS(=O)(=O)N1CCCC(C(=O)Nc2nnc(CS(=O)(=O)c3ccccc3)o2)C1 (stereo not drawn)	-2
COc1ccc(CNC(=O)C(=O)Nc2cccc(N3CCCS3(=O)=O)c2)cc1	-21
CC12CCC(C(=O)Nc3cccc(C(F)(F)F)c3)(C(Br)C1=O)C2(C)C (stereo not drawn)	-28
COc1ccc(N2CCCS2(=O)=O)cc1NC(=O)CCc1ccccc1	15
COc1ccc(N2CC(NC(=O)N3CCN(c4ccc([N+](=O)[O-])cc4)CC3)CC2=O)cc1OC (stereo not drawn)	8
O=C(Cc1cccs1)NCC(c1ccco1)N1CCOCC1 (stereo not drawn)	-6
CCC(=O)Nc1nc2c(C)ccc(C)c2s1	-16
Cc1cnc2n(c1=O)C(CC(=O)N1CCN(Cc3ccccc3)CC1)CS2 (stereo not drawn)	1
CCCC(=NNC(=O)c1cccc(C)c1)c1ccccc1	-8
Cc1ccc(NC(=O)c2c(O)c3cnn(Cc4ccccc4)c3[nH]c2=O)c(F)c1	-6
COc1ccccc1-c1nnc(NC(=O)c2ccc(Br)s2)o1	-4
C=C(C)C1CC=C(C)C(=NNC(=O)CCc2ccccc2)C1 (stereo not drawn)	-10
CSc1cccc(-c2nnc(NC(=O)c3snnc3C)o2)c1	-4
Cc1csc(NC(=O)c2cccn(Cc3ccccc3Cl)c2=O)n1	2
O=C(/C=C\c1ccccc1)NCCS(=O)(=O)N1CCN(c2ncccn2)CC1	-12
O=C(NN=Cc1ccc([N+](=O)[O-])cc1)c1cccc(N2CCCC2=O)c1	2
COc1ccc(N2CCN(CCNC(=O)C(=O)Nc3ccccc3Cl)CC2)cc1	-11
O=C(Nc1cnn(CC2COc3ccccc3O2)c1)c1cc(=O)[nH]c2ccccc12 (stereo not drawn)	10
O=C(CSCc1ccccc1)NCC(O)c1ccc2c(c1)CCO2 (stereo not drawn)	-9
Cc1ccc(C(=O)NCC(=O)NN=Cc2sccc2C)cc1[N+](=O)[O-]	-5
Nc1c2c(nc3c1CCCC3)CCCC2	-5
O=C(O)CCC(C(=O)O)N1C(=O)/C(=C/c2ccccc2F)SC1=S (stereo not drawn)	-5
COc1ccc(Br)c(C(=O)NC[C@H](OC)c2ccccc2C)c1	-17
NC(=O)/C=C/C(=O)Nc1cccc(C(F)(F)F)c1	-7
C[C@H](O)Cn1c(NCc2cccnc2)nc2c1c(=O)n(C)c(=O)n2C	-6
O=[N+]([O-])c1cc2c(cc1C=NNc1nc(N3CCCC3)nc(N3CCCC3)n1)OCO2	7
Cc1cccc(C(=O)Oc2ccc(C=NNC(=O)c3ccncc3)cc2)c1	-3
COc1ccccc1N1CCN(c2ncnc3sc(C(=O)Nc4cc(OC)c(OC)c(OC)c4)c(C)c23)CC1	-13
Cc1cc(NC(=O)CSc2ncnc3c2cnn3-c2ccc(Cl)cc2)no1	-6
CC(=NOCC(=O)NN=Cc1ccccc1O)c1cccs1	-3
COCCCNC(=O)C(=O)NCC(c1ccco1)N1CCc2ccccc21 (stereo not drawn)	4
O=C1c2cccc3cccc(c23)C(=O)N1CCN1CCN(CC(O)COc2c(F)cc(Br)cc2F)CC1 (stereo not drawn)	1&8
Cn1c(SCc2cc(=O)n3ccccc3n2)nc2cc(-c3ccccc3)sc2c1=O	-13
COc1ccccc1C1C(=C(O)c2ccccc2)C(=O)C(=O)N1CC(C)C (stereo not drawn)	-26
Cc1onc(-c2ccccc2Cl)c1C(=O)NCC(c1ccsc1)N1CCc2ccccc2C1 (stereo not drawn)	2

From PubChem BioAssay

These rows are one share of the data. The share of hits here may be higher or lower than overall.
